TEAD-YAP block: TEAD-YAP interaction inhibition, primary screen, TEAD-YAP interaction inhibitor project, luminescence, HEK-TIYL cells; hit rate 1.4% among 640,000; TEAD-Gal4/YAP UAS-luciferase luminescence; inhibition, % at 9.12 µM; in the data active = inhibition above about 32%;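 also: 0% = median of test compound wells and 100% = reference inhibitor wells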
GPR151 ag: activators of human GPR151, primary screen, cell-based, PathHunter beta-arrestin, luminescence; G-protein coupled receptor 151 (Homo sapiens), Q8TDV0; hit rate 1% among 650,000; activation, % at 11.2 µM; PathHunter beta-arrestin GPR151 cells; AID 1508602, 2020; in the data active = activation above about 4.9%;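 also: 0% = median of compound wells and 100% = cells with positive control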
Target sequence (Q8TDV0 whole entry, looked up): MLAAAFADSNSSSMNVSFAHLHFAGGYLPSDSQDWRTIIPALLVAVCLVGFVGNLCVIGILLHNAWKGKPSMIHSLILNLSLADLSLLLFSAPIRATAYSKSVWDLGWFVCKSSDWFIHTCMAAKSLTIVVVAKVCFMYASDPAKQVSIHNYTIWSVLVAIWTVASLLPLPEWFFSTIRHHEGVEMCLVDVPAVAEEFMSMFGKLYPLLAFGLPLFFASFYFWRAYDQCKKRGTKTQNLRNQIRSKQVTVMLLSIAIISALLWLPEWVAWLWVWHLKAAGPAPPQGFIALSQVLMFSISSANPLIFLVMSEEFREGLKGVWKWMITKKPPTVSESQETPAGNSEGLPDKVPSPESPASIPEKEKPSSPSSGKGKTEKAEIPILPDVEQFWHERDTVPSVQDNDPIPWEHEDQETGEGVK
MITF primary: MITF inhibitors, primary screen, biochemical, AlphaScreen, human; AlphaScreen MITF homodimerization, bead proximity signal; AID 1259374, 2018; hit rate 0.91% among 650,000; Microphthalmia-associated transcription factor (Homo sapiens), O75030; inhibition, % at 2.6 µM; in the data active = inhibition above about 50%;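 also: 0% = vehicle wells with protein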
FBW7 activator: FBW7 E3 ligase activators, primary screen, biochemical, AlphaScreen, human; AID 1259310, 2017; AlphaScreen FBW7–phospho-cyclin E peptide binding, activator screen; F-box/WD repeat-containing protein 7 (Homo sapiens), Q969H0; hit rate 0.13% among 650,000; normalized activity (activation), % at 26.1 µM; in the data active = normalized activity above about 1.9%;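 also: purified mutant Fbw7 with reduced substrate affinity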
Target sequence (Q969H0 whole entry, looked up): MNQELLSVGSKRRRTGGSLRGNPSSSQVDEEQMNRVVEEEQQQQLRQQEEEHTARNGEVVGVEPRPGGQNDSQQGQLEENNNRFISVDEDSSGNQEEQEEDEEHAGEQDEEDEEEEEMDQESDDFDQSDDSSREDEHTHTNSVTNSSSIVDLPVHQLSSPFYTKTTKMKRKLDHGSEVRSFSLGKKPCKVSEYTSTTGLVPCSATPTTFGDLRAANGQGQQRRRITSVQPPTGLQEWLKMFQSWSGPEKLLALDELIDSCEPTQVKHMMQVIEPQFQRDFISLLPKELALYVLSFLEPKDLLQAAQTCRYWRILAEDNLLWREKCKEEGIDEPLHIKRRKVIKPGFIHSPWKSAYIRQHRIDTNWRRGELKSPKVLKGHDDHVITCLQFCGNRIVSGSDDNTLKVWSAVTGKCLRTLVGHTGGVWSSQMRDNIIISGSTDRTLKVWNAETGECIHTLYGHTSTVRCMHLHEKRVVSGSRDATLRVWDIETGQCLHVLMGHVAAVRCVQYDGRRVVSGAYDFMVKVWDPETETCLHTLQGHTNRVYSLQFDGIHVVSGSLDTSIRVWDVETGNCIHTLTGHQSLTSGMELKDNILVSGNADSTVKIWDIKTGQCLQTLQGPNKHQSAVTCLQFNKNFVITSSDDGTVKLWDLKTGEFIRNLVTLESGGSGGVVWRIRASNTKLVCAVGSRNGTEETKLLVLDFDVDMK
* = called active by the depositor. Rows are unselected; any-hit rate near 3.4%.

Screening Cc1ccc(-c2c3c(nc4sc(C(=O)Nc5ccc(F)cc5)c(N)c24)CCCC3)o1 returned TEAD-YAP block -15, GPR151 ag 0.7, MITF primary 1 and FBW7 activator 0.1.
For COc1cccc(Nc2ccc3ccccc3n2)c1 the results were TEAD-YAP block -45, GPR151 ag 0.2, MITF primary -4 and FBW7 activator 0.0.
Screening OCCCc1nc2n(n1)C(c1cccc(Br)c1)C=C(c1ccc(F)cc1)N2 (configuration not stated) returned TEAD-YAP block -4, GPR151 ag -0.4, MITF primary 9 and FBW7 activator -0.1.
For CCOC(=O)c1sc(NC(=O)CSc2nnc(CNC(=O)c3cccs3)n2-c2cccc(C)c2C)c(C(=O)OCC)c1C the results were TEAD-YAP block 7, GPR151 ag -1.4, MITF primary 8 and FBW7 activator 0.2.
`CCOC(=O)c1sc(NC(=O)C(C)(C)C)c(C(=O)OCC)c1C` gave TEAD-YAP block -3, GPR151 ag 0.0, MITF primary -2 and FBW7 activator 0.2.
Screening Nc1nc(N2CCC(N3CCOCC3)CC2)nc2c1ncn2CCN1CCCC1=O returned TEAD-YAP block -5, GPR151 ag -0.1, MITF primary -9 and FBW7 activator -0.1.
For CC(=O)c1ccc(-n2c(=O)c(C#N)cc3c(=O)n4cccc(C)c4nc32)cc1 the results were TEAD-YAP block 16, GPR151 ag 0.6, MITF primary 10 and FBW7 activator 0.0.
`COc1cccc(OC)c1OCC(O)CN1CCN(Cc2ccccc2)CC1` (configuration not stated) gave TEAD-YAP block 10, GPR151 ag 0.9, MITF primary -5 and FBW7 activator 0.1.
Screening CCC(C)NC(=O)Nc1ccc(Cl)cc1 (configuration not stated) returned TEAD-YAP block -22, GPR151 ag -0.6, MITF primary 0 and FBW7 activator -0.2.
Screening Cc1ccc(-c2nn3nnnc3c3ccccc23)cc1C returned TEAD-YAP block -6, GPR151 ag 2.1, MITF primary 6 and FBW7 activator 0.0.
Screening O=C1C(=O)N(c2ccccn2)C(c2cccnc2)/C1=C(\O)c1ccc(Cl)cc1 (configuration not stated) returned TEAD-YAP block 13, GPR151 ag -0.7, MITF primary 19 and FBW7 activator 0.6.
Cc1occc1C(=O)NCCCN1CCCC1=O was read as TEAD-YAP block 11, GPR151 ag -0.8, MITF primary 21 and FBW7 activator 0.2.
O=C(CCCn1c(SCc2cc(=O)n3ccccc3n2)nc2ccccc2c1=O)NCc1cccc(Cl)c1 was read as TEAD-YAP block -1, GPR151 ag 1.0, MITF primary -7 and FBW7 activator -0.1.
Screening COc1ccc(NCC(=O)N/N=C/c2cc(Cl)ccc2O)cc1 returned TEAD-YAP block 2, GPR151 ag 2.8, MITF primary 14 and FBW7 activator -0.2.
For Nc1ncc([N+](=O)[O-])c(Oc2ccc(Cl)cc2Cl)n1 the results were TEAD-YAP block 1, GPR151 ag -1.8, MITF primary -2 and FBW7 activator 0.7.
CSc1ccc(-c2ncnn2-c2cccc(Cl)c2)cc1 was read as TEAD-YAP block 8, GPR151 ag -0.3, MITF primary -5 and FBW7 activator 0.1.
Screening O=C(Nn1c(=S)[nH]c2ccccc2c1=O)c1ccncc1 returned TEAD-YAP block 0, GPR151 ag -0.4, MITF primary 2 and FBW7 activator 0.0.
Cc1nc(C)c(-c2cc(C(=O)N3CCN(c4ccc(F)cc4)CC3)n[nH]2)s1 was read as TEAD-YAP block 1, GPR151 ag -1.4, MITF primary 4 and FBW7 activator 0.0.
c1ccc(CCn2c(-c3ccc(C4CCCCC4)cc3)csc2=Nc2ccccc2)cc1 was read as TEAD-YAP block 4, GPR151 ag -0.8, MITF primary -4 and FBW7 activator 0.0.
For Cc1cccc(NC(=O)NCC(c2cccnc2)N2CCOCC2)c1 (configuration not stated) the results were TEAD-YAP block -1, GPR151 ag -0.8, MITF primary 11 and FBW7 activator 0.9.
Cc1sc2ncnc(N3CCN(S(=O)(=O)c4ccc(C(C)(C)C)cc4)CC3)c2c1C was read as TEAD-YAP block 2, GPR151 ag 4.0, MITF primary 15 and FBW7 activator 0.0.
For C/C(=N/Nc1nccc(C)n1)c1ccccc1 the results were TEAD-YAP block -42, GPR151 ag -4.4, MITF primary 22 and FBW7 activator -0.6.
For CS(=O)(=O)N1CCN=C1SCc1ccc(Cl)cc1Cl the results were TEAD-YAP block 6, GPR151 ag 2.5, MITF primary -8 and FBW7 activator -0.1.
For Cc1ccc(NC(=O)CCc2nnc3ccc(NCCc4sccc4C)nn23)cc1 the results were TEAD-YAP block -1, GPR151 ag 0.3, MITF primary -5 and FBW7 activator -0.2.
CCC(C)NC(=O)c1n[nH]c(=O)c2ccccc12 (configuration not stated) was read as TEAD-YAP block 11, GPR151 ag -0.3, MITF primary 10 and FBW7 activator 0.1.
`O=C(Nc1ccncc1)Nc1ccc(F)cc1F` gave TEAD-YAP block -7, GPR151 ag -1.6, MITF primary 3 and FBW7 activator 0.0.
Screening CCCn1c(=S)[nH]c2cc(C(=O)NCCN(CC)CC)ccc2c1=O returned TEAD-YAP block 12, GPR151 ag 0.0, MITF primary 5 and FBW7 activator 0.1.
`CCC(C)(C)C(=O)N1CCN(Cc2ccc3c(c2)OCO3)CC1` gave TEAD-YAP block -11, GPR151 ag 0.5, MITF primary 10 and FBW7 activator 0.1.
For CC(=O)Nc1ccc(C(=O)NCC(=O)OCc2ccc([N+](=O)[O-])cc2)cc1 the results were TEAD-YAP block 9, GPR151 ag 3.0, MITF primary 6 and FBW7 activator -0.3.
CCOc1c(Br)cc(C2C(C(=O)N3CCOCC3)=C(C)NC3=C2C(=O)CC(C)(C)C3)cc1OC (configuration not stated) was read as TEAD-YAP block -5, GPR151 ag 0.4, MITF primary -6 and FBW7 activator 0.4.
For O=C1[C@@H]2CCCN2C(=O)c2ccccc2N1CCN1CCCC1 the results were TEAD-YAP block 6, GPR151 ag 0.5, MITF primary -16 and FBW7 activator -0.1.
COc1ccc(N2C(=O)CC(N(CCc3ccc(OC)c(OC)c3)C(C)=O)C2=O)cc1 (configuration not stated) was read as TEAD-YAP block -2, GPR151 ag -1.2, MITF primary 14 and FBW7 activator 0.2.
Screening Cc1cc(NC(=O)C23CC4CC(CC(C4)C2)C3)n(-c2nc3c(cnn3-c3ccc(F)cc3)c(=O)[nH]2)n1 returned TEAD-YAP block -5, GPR151 ag 0.8, MITF primary -10 and FBW7 activator 0.3.
For CCc1ccc(S(=O)(=O)Nc2ccc3c(c2)c2c(n3S(=O)(=O)c3ccc(CC)cc3)CCCC2=O)cc1 the results were TEAD-YAP block 9, GPR151 ag 0.1, MITF primary 9 and FBW7 activator 0.0.
Screening O=C(CCBr)Nc1ccc(Cc2ccncc2)cc1 returned TEAD-YAP block -5, GPR151 ag 0.7, MITF primary -79 and FBW7 activator 0.0.
For Cn1c(SCc2ccc3c(c2)OCO3)nc2ccccc2c1=O the results were TEAD-YAP block 7, GPR151 ag 0.2, MITF primary 12 and FBW7 activator -0.1.

Some of these compounds in order of number of heavy atoms, rising.
`O=C(Nc1ccncc1)Nc1ccc(F)cc1F` gave TEAD-YAP block -7, GPR151 ag -1.6, MITF primary 3 and FBW7 activator 0.0.
Screening O=C(CCBr)Nc1ccc(Cc2ccncc2)cc1 returned TEAD-YAP block -5, GPR151 ag 0.7, MITF primary -79 and FBW7 activator 0.0.
For O=C1[C@@H]2CCCN2C(=O)c2ccccc2N1CCN1CCCC1 the results were TEAD-YAP block 6, GPR151 ag 0.5, MITF primary -16 and FBW7 activator -0.1.
COc1ccc(N2C(=O)CC(N(CCc3ccc(OC)c(OC)c3)C(C)=O)C2=O)cc1 (configuration not stated) was read as TEAD-YAP block -2, GPR151 ag -1.2, MITF primary 14 and FBW7 activator 0.2.
CCOc1c(Br)cc(C2C(C(=O)N3CCOCC3)=C(C)NC3=C2C(=O)CC(C)(C)C3)cc1OC (configuration not stated) was read as TEAD-YAP block -5, GPR151 ag 0.4, MITF primary -6 and FBW7 activator 0.4.
For CCc1ccc(S(=O)(=O)Nc2ccc3c(c2)c2c(n3S(=O)(=O)c3ccc(CC)cc3)CCCC2=O)cc1 the results were TEAD-YAP block 9, GPR151 ag 0.1, MITF primary 9 and FBW7 activator 0.0.

Pulled one by one from the entries so far (3):
CCOc1c(Br)cc(C2C(C(=O)N3CCOCC3)=C(C)NC3=C2C(=O)CC(C)(C)C3)cc1OC (configuration not stated) was read as TEAD-YAP block -5, GPR151 ag 0.4, MITF primary -6 and FBW7 activator 0.4.
`CCC(C)(C)C(=O)N1CCN(Cc2ccc3c(c2)OCO3)CC1` gave TEAD-YAP block -11, GPR151 ag 0.5, MITF primary 10 and FBW7 activator 0.1.
COc1ccc(N2C(=O)CC(N(CCc3ccc(OC)c(OC)c3)C(C)=O)C2=O)cc1 (configuration not stated) was read as TEAD-YAP block -2, GPR151 ag -1.2, MITF primary 14 and FBW7 activator 0.2.

(further entries)
For Cc1ccc(CN2CCN3C(=O)[C@H](CO)NC(=O)[C@H]3C2)c(C)c1 the results were TEAD-YAP block 0, GPR151 ag -1.0, MITF primary 15 and FBW7 activator 0.3.
For CCCCc1ccc(NC(=O)C(CCS(C)(=O)=O)NC(C)=O)cc1 (configuration not stated) the results were TEAD-YAP block 3, GPR151 ag 0.1, MITF primary 3 and FBW7 activator 0.2.
Screening CCc1nn2c(C(=O)NCc3ccccc3Cl)cc(=O)nc2s1 returned TEAD-YAP block 9, GPR151 ag 3.1, MITF primary 3 and FBW7 activator 0.2.
CN(Cc1nc2ccccc2[nH]1)C1CCC(=O)N(Cc2cc3c(cc2Cl)OCO3)CC1 (configuration not stated) was read as TEAD-YAP block -4, GPR151 ag 1.7, MITF primary 2 and FBW7 activator -0.1.
COc1cccc(-c2nnc3sc(NC(=O)CC(C)C)nn23)c1 was read as TEAD-YAP block -3, GPR151 ag 1.0, MITF primary -7 and FBW7 activator -0.2.
`O=C(c1ccncc1)N1CCCC1c1nc2ccccc2[nH]1` (configuration not stated) gave TEAD-YAP block 1, GPR151 ag 0.6, MITF primary 4 and FBW7 activator -0.1.
COc1ccc(C(=O)COC(=O)c2ccccc2N2C(=O)C3C4C=CC(C4)C3C2=O)cc1 (configuration not stated) was read as TEAD-YAP block -9, GPR151 ag 0.0, MITF primary -1 and FBW7 activator 0.4.
Screening O=C(NNC(=O)C1CCC(C(=O)NNC(=O)C2CCCCC2)CC1)C1CCCCC1 (configuration not stated) returned TEAD-YAP block 4, GPR151 ag 1.3, MITF primary -10 and FBW7 activator -0.1.
For Cc1nn(C(C)C)c(C)c1CN1CCc2ccc(NC(=O)C3CCCO3)cc2C1 (configuration not stated) the results were TEAD-YAP block 1, GPR151 ag 1.6, MITF primary -1 and FBW7 activator 0.1.
For CCOC(=O)c1c(NC(=O)c2cccnc2)sc2c1CCC(C)C2 (configuration not stated) the results were TEAD-YAP block 1, GPR151 ag -1.7, MITF primary 21 and FBW7 activator 0.3.
`CCOC(=O)c1c(NC(=O)CC(C)=O)sc2c1CCC(C)C2` (configuration not stated) gave TEAD-YAP block -3, GPR151 ag -1.7, MITF primary 16 and FBW7 activator 0.6.
Cc1ccc(C2=N/C(=C\c3sccc3C)C(=O)O2)cc1 was read as TEAD-YAP block 3, GPR151 ag 0.9, MITF primary 6 and FBW7 activator -0.1.
`Cc1ccccc1CSc1nc2ccsc2c(=O)n1CCc1ccc(Cl)cc1` gave TEAD-YAP block 3, GPR151 ag 1.3, MITF primary 13 and FBW7 activator 0.0.
For Cc1cc(C)c2cc(C#N)c(NCCNC(=O)Nc3ccccc3)nc2c1 the results were TEAD-YAP block 3, GPR151 ag -0.1, MITF primary 10 and FBW7 activator -0.1.
For CCc1ccc(NC(=O)CN(Cc2ccc(Cl)cc2)S(C)(=O)=O)cc1 the results were TEAD-YAP block -9, GPR151 ag 0.2, MITF primary 8 and FBW7 activator 0.7.
For O=C(Cc1cccs1)NCCCCCCNC(=O)Cc1cccs1 the results were TEAD-YAP block -4, GPR151 ag -0.4, MITF primary 3 and FBW7 activator 0.0.
Screening COc1cccc(NC(=O)C(=O)NCC2CCCN2S(=O)(=O)c2cc(C)ccc2C)c1 (configuration not stated) returned TEAD-YAP block -63, GPR151 ag -2.7, MITF primary 6 and FBW7 activator 0.1.
Screening C/C(=N\NC(=O)c1ccc(NS(=O)(=O)c2cccs2)cc1)c1cc2ccccc2o1 returned TEAD-YAP block -28, GPR151 ag 1.3, MITF primary -8 and FBW7 activator 0.0.
`Cc1ccc(F)cc1CN1CCC(c2nc(-c3ccncc3)no2)CC1` gave TEAD-YAP block 8, GPR151 ag 0.3, MITF primary -4 and FBW7 activator 0.1.
`CCOC(=O)c1cnc(SCc2cccc3ccccc23)nc1N` gave TEAD-YAP block 0, GPR151 ag -0.6, MITF primary 20 and FBW7 activator 0.6.
`O=C(CSc1nc2cc(C(=O)N3CCc4ccccc4C3)ccc2c(=O)n1-c1ccccc1)c1ccccc1` gave TEAD-YAP block -2, GPR151 ag 0.3, MITF primary 6 and FBW7 activator -0.1.
COc1ccc(Cl)cc1/C=N/NC(=O)c1cccc(F)c1 was read as TEAD-YAP block -44, GPR151 ag 3.3, MITF primary 0 and FBW7 activator -0.1.
Screening COc1ccc(N)cc1S(=O)(=O)Nc1cc(C)ccc1Br returned TEAD-YAP block -2, GPR151 ag -1.4, MITF primary 5 and FBW7 activator -0.1.
CN(C)C(=O)c1cc(CNCc2cccc(F)c2)cc(NC(=O)c2ccccn2)c1 was read as TEAD-YAP block 2, GPR151 ag 1.3, MITF primary 9 and FBW7 activator 0.3.
